S3 lipid droplet = qHTS Assay for Lipid Storage Modulators in Drosophila S3 Cells; lipid storage change, negative = inhibition, % at the top dose, mostly 46.1 µM; hits show Potency in µM; AID 2685, 2010; 320,000 compounds, 0.64% hits; Drosophila S3 cells, BODIPY lipid droplet fluorescence, 18-24 h; cells fed with added oleic acid; active = well fitted inhibition curve with a large enough effect in the signal ratio, with a control signal flat, not every such curve was filed as active; inconclusive = small, poorly fitted or top-dose-only effect, or effect the other way, or a change in a side signal; the % refers to the signal ratio
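Drosophila S3 cells got compounds at several concentrations plus oleic acid (400 uM solution). Laser-scanning cytometry with 488 nm excitation read lipid droplets at 500-530 nm and cells at 575-640 nm. Percent activity was relative to 20 uM Triacsin C.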
S3 lipid droplet cell count max = recorded beside S3 lipid droplet, whose call it bears; cell number change, %; measured here: cell count max response;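 cells counted by Cell Tracker Red CMTPX staining in the red channel; peak over a dose series mostly up to 46.1 µM; percent activity relative to internal control wells on each plate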
Numbers without * were called inactive; i = inactive; ? = inconclusive; · = not tested or not shown; & = joins results of further samples. % is set by controls: 0 for no effect and ±100 for the full control effect; potency is the fitted concentration of half-maximal effect. Some of the compounds tested. The share of hits here may be higher or lower than overall.

SMILES,S3 lipid droplet,S3 lipid droplet cell count max
CCOc1ccc(NC2=NCCCS2)cc1,i,18.3
CC(N)C(=O)OC(C)(C)Cc1ccc(Cl)cc1 (stereo unspecified),?,·
Cn1c2ccccc2c2c(C(=O)N3CCC4(CC3)OCCO4)cn(C3CCCCC3)c(=O)c21,?,·
CCn1c(=O)cc(SCC(=O)N2CCC3(CC2)OCCO3)c2ccccc21,6.0%,-3.1
COc1ccccc1-n1c(Cc2ccccc2)nc2ccccc2c1=O,?,·
COc1ccc(CNC(=O)CCC(=O)N2C[C@H]3C[C@H](C2)c2cccc(=O)n2C3)cc1OC,?,·
CN(C)C(Cc1ccccc1)C(=O)c1ccccc1 (stereo unspecified),?,·
CC(C)(C)C(=O)Cn1c(NCCCl)nc2ccccc21,?,·
Cc1ccc(C(=O)O)cc1N=Nc1c(O)[nH]c(=O)[nH]c1=O,?,·
O=C(c1ccc(Cl)cc1)C12CN3CN(CN(C3)C1)C2,-11.7%,-12.0
CCCCn1c(NC(=O)c2ccc(Br)o2)c(C(=O)OCC)c2nc3ccccc3nc21,28.3%,16.4
CC(C)C/C(=N/O)c1c[nH]c2ccccc12,?,·
Oc1ccc2c3c1O[C@H]1c4[nH]c5ccccc5c4C[C@@]4(O)[C@@H](C2)N(CC2CC2)CC[C@]314,-21.9%,·
O=C(COc1ccc(Cl)cc1)NCCc1cnc[nH]1,?,·
CN1C(=O)C(=Cc2cccnc2)C(=O)N(C)C1=O,-5.8%,13.4
Cc1ccc(NC(=O)OC(C)CNC(=O)Oc2cccc(C)c2)cc1 (stereo unspecified),?,·
Cc1ccc(-n2nc(C)c3c2NC(=O)CSC3c2ccc3c(c2)OCO3)cc1 (stereo unspecified),?,·
Cn1c(O)c(/C=N/NC(=O)c2ccncc2)c(=O)n(C)c1=S,-1.2%,-1.1
CCOP(=O)(OCC)C(Nc1ccccc1)c1cccnc1 (stereo unspecified),?,·
CC(C)(C)c1nc(NCc2ccc3c(c2)OCO3)c2nnn(Cc3ccccc3Cl)c2n1,-1.1%,2.5
COc1ccc(OCC(=O)N2CCN(C3CCC(c4ccccc4)CC3)CC2)cc1 (stereo unspecified),?,·
O=C(CSC1c2ccccc2-c2ccccc21)N/N=C/c1ccccc1O,?,·
O=C(O)Cn1cc(C(=O)c2ccccc2F)c2ccccc21,?,·
N=Cc1c(O)n(-c2ccccc2)c(=O)n(-c2ccccc2)c1=O,?,·
C=CCn1c(O)c(C=NCCN(C)C)c(=O)[nH]c1=O,?,·

The closing 6 compounds of the part above are carried over, then new ones follow.
SMILES,S3 lipid droplet,S3 lipid droplet cell count max
CC(C)(C)c1nc(NCc2ccc3c(c2)OCO3)c2nnn(Cc3ccccc3Cl)c2n1,-1.1%,2.5
COc1ccc(OCC(=O)N2CCN(C3CCC(c4ccccc4)CC3)CC2)cc1 (stereo unspecified),?,·
O=C(CSC1c2ccccc2-c2ccccc21)N/N=C/c1ccccc1O,?,·
O=C(O)Cn1cc(C(=O)c2ccccc2F)c2ccccc21,?,·
N=Cc1c(O)n(-c2ccccc2)c(=O)n(-c2ccccc2)c1=O,?,·
C=CCn1c(O)c(C=NCCN(C)C)c(=O)[nH]c1=O,?,·
OCCOCCO,-5.8%,-1.6
COc1ccc(C2SCC(=O)Nc3c2c(C)nn3C2CCOC(C)(C)C2)cc1 (stereo unspecified),-2.6%,·
COc1ccccc1Cn1c(SCC#N)nc2cc(C(=O)N3CCC4(CC3)OCCO4)ccc2c1=O,-3.1%,-4.1
CCC(=NCCCN(C)C)c1c(O)n(-c2ccc(OC)cc2)c(=O)[nH]c1=O,?,·
O=[N+]([O-])c1ccccc1-c1cc(-c2ccccc2)cc(-c2ccccc2)[n+]1Cc1ccccc1Cl,?,·
CCN(CC)CCNC(=O)c1c(O)c2ccccc2n(Cc2ccccc2)c1=O,16.1%,2.8
CCC(=NCc1ccco1)c1c(O)n(C2CCCCC2)c(=O)[nH]c1=O,?,·
Cc1nc2ccccc2c(=O)n1-c1ccccn1,20.3%,-4.8
COC(=O)CSC1=NN1c1cc(C)nc(N)n1,1.1%,-0.1
Cc1cccc(CNCCc2ccccc2)n1,-2.0%,1.8
CN(C(=O)Oc1ccc(C(=O)c2ccc(Cl)cc2)cc1)c1ccccc1,?,·
CC(C)NP(=O)(NC(C)C)OP(=O)(NC(C)C)NC(C)C,-9.9%,-12.2
O=C1Nc2ccc(Br)cc2C(c2ccccc2Cl)=NC1O (stereo unspecified),?,·
O=C(CCn1c(=O)oc2ccccc21)NCCCN1CCOCC1,?,·
O=c1[nH]c(=S)n(Cc2ccco2)c(O)c1C=NCc1cccs1,?,·
Cc1ccc(C[n+]2c(-c3ccc(C)cc3)cc(-c3ccc(C)cc3)cc2-c2ccc(C)cc2)cc1,?,·
Cc1cc(/C=C2/C(=O)NC(=O)N(c3ccc(Br)cc3)C2=O)c(C)n1C,?,·
O=C1CN=C(c2ccc[nH]2)c2cc(Cl)ccc2N1,7.3%,1.1
c1ccc2c(N3CCNCC3)nsc2c1,-1.7%,13.4
O=c1[nH]c(=S)[nH]c(O)c1CN1CCCCC1,?,·
CC(=O)c1ccc(NC(=O)Oc2ccccc2)cc1,?,·
Cc1cccc(CS(=O)(=O)Cc2ccc(C(=O)N3CCC4(CC3)OCCO4)o2)c1,i,-8.0
O=c1[nH]c(=O)n(Cc2ccc(F)cc2)c(O)c1C=NCCCN1CCOCC1,?,·
CCCCSP1(=S)NCCCO1 (stereo unspecified),?,·
COc1ccc2nc(NC3=NCCN3)sc2c1,10.2%,-4.9

Following part
SMILES,S3 lipid droplet,S3 lipid droplet cell count max
CC(=O)c1cn(Cc2ccccc2C#N)c2ccccc12,?,·
c1ccc2c(NC3=NCCS3)cccc2c1,10.9%,15.1
CC(c1ccccc1)n1cncc1C(=O)N1CCCC1=O (stereo unspecified),?,·
Cc1ccsc1C(=O)C1CCCN(Cc2c(C)nn(C(C)C)c2C)C1 (stereo unspecified),6.4%,1.4
CC(=O)C1(c2ccccc2)CCNCC1,?,·
CN(C)CC#CCC(O)(c1ccccc1)C1CCCC1 (stereo unspecified),?,·
O=C(CCn1nc(-c2ccc(Cl)cc2)ccc1=O)N1CCC2(CC1)OCCO2,-5.7%,-13.8
COc1ccc(C(CNC(=O)c2ccc3c(c2)CCC3)N(C)C)cc1 (stereo unspecified),i,6.9
Cc1ccc(C2CC(=O)C(C=NCCN3CCN(C(=O)Cc4ccccc4)CC3)=C(O)C2)cc1 (stereo unspecified),2.2%,6.7
O=c1[nH]c(=S)[nH]c(O)c1N=Nc1ccc(S(=O)(=O)N2CCOCC2)cc1,-9.9%,8.0
COC(=O)C1=C(c2ccc(OC)c(OC)c2)C[C@@H]2CC[C@H]1N2C(=O)NCCCOC(C)C,?,·
COC(=O)C1=C(c2ccc(OC(F)(F)F)cc2)C[C@@H]2CC[C@H]1N2C(=O)NC1CC1,?,·
O=c1[nH]c(=O)n(-c2ccccc2)c(O)c1N=Nc1ccc(Br)cc1,?,·
Cc1ccc(NC(=O)CCCn2c(=O)oc3ccccc32)c(O)c1,?,·
COc1cc(C)cc2oc(=O)c(CC(=O)N3C[C@H]4C[C@@H](C3)c3cccc(=O)n3C4)c(C)c12,?,·
CN(C)[C@@H]1C(=O)C(C(N)=O)=C(O)[C@@]2(O)C(=O)C3=C(O)c4c(O)cccc4[C@@](C)(O)[C@H]3[C@H](O)[C@@H]12,-5.3%&0.1%&-9.6%,26.3&-1.6
CCOc1ccccc1-n1c(O)c(C=NCCCn2ccnc2)c(=O)[nH]c1=O,-2.1%,1.7
C=C(CC1CC(O)[C@]2(C)OC3CC4OC5C[C@]6(C)O[C@]7(C)CCC8OC9C[C@]%10(C)OC%11C(C)=CC(=O)OC%11CC%10OC9C[C@@H](C)C8OC7CC6O[C@]5(C)C/C=C\C4OC3CC2O1)C(=O)O (stereo partly specified),-0.9%,6.2
O=c1[nH]c(=O)n(C2CCCCC2)c(O)c1C1NCCc2ccccc21 (stereo unspecified),i,26.8
CCCCn1c(=O)c(C(=O)Nc2ccccc2N)c(O)c2ccccc21,i,-14.3
CC(C)c1ccc(C2NCc3ccccc3-n3cccc32)cc1 (stereo unspecified),?,·
O=C(c1cn(Cc2ccccc2)c2ccccc12)N1CCCCC1,4.7%,·
COc1ccc(OC)c(C(O)C(C)N)c1 (stereo unspecified),?,·
COC(=O)C1=C(c2ccc(F)cc2OCc2ccccc2)C[C@@H]2CC[C@H]1N2C(=O)NCCOc1ccc(OC)cc1,?,·
O=C(CCc1ccc(O)cc1)N1C[C@H]2C[C@@H](C1)c1cccc(=O)n1C2,?,·

(list continues)
SMILES,S3 lipid droplet,S3 lipid droplet cell count max
CC1CN=C(NCc2ccccc2Cl)S1 (stereo unspecified),?,·
CCOC(C(=O)OCCC[N+](C)(CC)CC)(c1ccccc1)c1ccccc1,?,·
Nc1ccccc1C(=O)c1ccccc1,6.3%,17.1
O=C(N/N=C/c1c(O)n(C2CCCCC2)c(=S)[nH]c1=O)c1ccccc1,-16.0%,·
C[C@H]1CC[C@@]2(C)[C@@H](CC[C@@H]3[C@@H]2CC[C@]2(C)[C@@H](O)CC[C@@H]32)C1,4.6%,-0.9
O=c1c2ccccc2nc(-c2ccccc2)n1-c1cccc(O)c1,-10.7%,3.1
COc1cccc(-n2c(C)nc3ccccc3c2=O)c1,i,-11.8
Cc1cc(=O)[nH]c(SCc2nc3ccccc3c(=O)n2-c2ccccc2C)n1,?,·
Cc1c(C(=O)N2CCC3(CC2)OCCO3)oc2ccc(S(=O)(=O)N3CCCCC3)cc12,13.5%,17.0
NC(=O)c1ccc(OCCC(O)N2CC=C(c3ccc(F)cc3)CC2)cc1 (stereo unspecified),-13.8%,11.1
NP(=O)(OCC(F)(F)F)Oc1cccc2ccccc12 (stereo unspecified),-6.3%,0.2
CN(C)S(=O)(=O)c1cc(C(=O)N2CCC(C(=O)O)(c3ccccc3)CC2)ccc1Cl,i,6.8
c1ccc(-c2cc(-c3ccccc3)[n+](-c3ccccc3)c(-c3ccccc3)c2)cc1,?,·
Cc1nnc(NC(=O)CCn2c(=O)oc3ccc(Cl)cc32)s1,?,·
O=[N+]([O-])c1ccc(N2CCNCC2)cc1NC1CC1,?,·
CC(C)Oc1cc(-n2c(=S)[nH]c3ccccc3c2=O)c(Cl)cc1Cl,?,·
CN1C(=O)C(=Cc2cn(CC#N)c3ccccc23)C(=O)N(C)C1=O,29.0%,5.1
CCOc1ccc(C2CC(c3c(O)n(C)c(=O)n(C)c3=O)=NN2)cc1 (stereo unspecified),1.8%,7.2
C#CCOc1cc(C2C3=C(COC3=O)Nc3cc4c(cc32)OCO4)ccc1OC (stereo unspecified),?,·
CN1CCc2c(c(N3CCCCC3)nc3n[nH]c(N)c23)C1,?,·
CCc1ccc(CN2CCN(Cc3cc(Br)ccc3O)CC2)cc1,?,·
CC(C)N1CCN(Cc2cccc3c2OCO3)CC1CCO (stereo unspecified),19.7%,-3.5
O=C1CN=C(c2ccc(F)cc2)c2oc3ccccc3c2N1,?,·
O=C(CN1CCCCC1)c1ccccc1Cl,?,·
COC(=O)C1=C(c2cccc(Cl)c2)C[C@@H]2CC[C@H]1N2C(=O)N1CCCC1,i,2.6

The list goes on:
SMILES,S3 lipid droplet,S3 lipid droplet cell count max
CC(=O)OC1(c2ccccc2)CC(C(C)(C)C)CN(C(C)(C)C)C1 (stereo unspecified),?,·
Clc1cccc(N2CCNCC2)n1,-0.1%,20.6
CCOc1cccc(=NC2CCCCC2)c2c(C)[nH]c(C)c12,?,·
CCC(=O)OC1(c2ccccc2)CCN(C)CC1C (stereo unspecified),-0.7%,10.1
CNC(=O)ON(C(=O)NC)C1N(C)C(=S)SC1(C)C (stereo unspecified),?,·
Cc1ccc(C2N(c3cc(C)on3)C(=O)C3CCCN32)cc1 (stereo unspecified),-0.5%,10.5
Cc1ccc(-n2c(CNCc3ccc(F)cc3)nc3ccccc3c2=O)cc1,i,16.1
COc1ccc(CN2CCN(c3ccccc3)CC2)c(C)c1C,?,·
CCC(=NCCCn1ccnc1)c1c(O)n(-c2ccccc2)c(=O)[nH]c1=O,8.9%,16.8
CC(C)c1c(CN(C)C(C)Cc2ccccc2)n(C)n(-c2ccccc2)c1=O (stereo unspecified),?,·
CCCN1CCO[C@@H]2c3cc(O)ccc3OC[C@H]21,?,·
Cc1ccc(N)c(N)c1,?,·
CC1CCCC(NC(=O)COC(=O)c2cn(C)c3ccccc23)C1C (stereo unspecified),?,·
COc1ccc(C(=O)C2CCCN(Cc3ccc(C)s3)C2)c(OC)c1 (stereo unspecified),-12.3%,-6.8
O=C(CN1CCN(C(=O)COc2cccc(F)c2)CC1)Nc1ccc(Cl)c(C(F)(F)F)c1,?,·
Cc1c(N=Cc2c(O)n(C)c(=O)[nH]c2=O)c(=O)n(-c2ccccc2)n1C,?,·
CCc1nnc(NS(=O)(=O)c2ccc(N=Cc3c(O)n(-c4ccc(Cl)cc4)c(=O)[nH]c3=O)cc2)s1,?,·

Screens deposited in PubChem BioAssay by National Center for Advancing Translational Sciences (NCATS).
